Screens as filed in PubChem.
CHO-K1 Ca PAM: M1 PAM counterscreen hit in parental CHO-K1 cells; activation, % at 3 µM; ATP EC20, Fluo-8 calcium fluorescence; 0% at ATP EC20, 100% at ATP max; hit rate 0.02% among 360,000;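 active = activation above the run cutoff, the mean activation of all test compounds plus 3 SD, cut at about 40% in these data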;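 also: peak over basal fluorescence ratio in a 140 s read after ATP addition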
M5 ag: agonists of human muscarinic M5 receptor (CHRM5). AID 624037. P08912. activation, % at 3 µM. hit rate 0.19% among 360,000. CHO-K1 hM5 cells, Fluo-8 calcium fluorescence; 0% DMSO wells, 100% maximal acetylcholine response;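 active = activation above the run's mean over test compounds plus 3 SD, cut at about 23% in these data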;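 also: signal is peak over basal fluorescence ratio across the kinetic read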
Target sequence (P08912 whole entry, looked up): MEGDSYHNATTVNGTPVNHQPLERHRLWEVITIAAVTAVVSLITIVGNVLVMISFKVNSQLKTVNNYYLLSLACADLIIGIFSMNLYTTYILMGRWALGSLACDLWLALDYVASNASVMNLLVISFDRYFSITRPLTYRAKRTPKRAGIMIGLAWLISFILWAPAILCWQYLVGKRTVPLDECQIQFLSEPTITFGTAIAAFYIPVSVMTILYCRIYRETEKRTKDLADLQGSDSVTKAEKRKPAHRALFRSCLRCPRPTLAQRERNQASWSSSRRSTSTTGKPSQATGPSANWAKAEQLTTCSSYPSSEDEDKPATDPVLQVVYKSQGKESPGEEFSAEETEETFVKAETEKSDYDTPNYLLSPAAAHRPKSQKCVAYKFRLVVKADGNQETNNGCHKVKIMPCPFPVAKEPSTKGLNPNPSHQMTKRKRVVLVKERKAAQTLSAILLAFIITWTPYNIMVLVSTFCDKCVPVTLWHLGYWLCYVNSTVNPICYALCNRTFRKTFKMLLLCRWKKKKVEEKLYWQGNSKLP
CHRM4 antagonist: CHRM4 antagonism in calcium assay | hit rate 0.73% among 360,000 | P08173 | CHO-hM4 cells, ACh EC80, Fluo-8 calcium fluorescence | inhibition, % at 3 µM;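 active = inhibition above its plate's cutoff, the mean inhibition of sample wells plus 3 SD, cut at about 27% in these data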;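 also: 0% = acetylcholine EC80 with DMSO and 100% = DMSO without agonist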
Target sequence (P08173 whole entry, looked up): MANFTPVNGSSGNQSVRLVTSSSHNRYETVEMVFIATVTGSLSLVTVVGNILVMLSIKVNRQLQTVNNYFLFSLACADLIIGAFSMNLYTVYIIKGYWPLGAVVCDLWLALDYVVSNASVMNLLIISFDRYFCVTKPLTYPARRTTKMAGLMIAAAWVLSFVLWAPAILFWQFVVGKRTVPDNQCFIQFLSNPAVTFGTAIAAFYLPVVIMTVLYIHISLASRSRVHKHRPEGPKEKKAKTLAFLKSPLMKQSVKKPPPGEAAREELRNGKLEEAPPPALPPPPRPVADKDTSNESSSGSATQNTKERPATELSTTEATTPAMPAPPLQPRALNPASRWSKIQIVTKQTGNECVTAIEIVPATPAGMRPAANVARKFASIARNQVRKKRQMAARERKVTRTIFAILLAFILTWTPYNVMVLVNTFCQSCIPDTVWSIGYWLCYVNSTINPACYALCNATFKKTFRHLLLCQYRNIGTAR
CHRM5 antagonist: antagonists of human muscarinic M5 receptor (CHRM5); CHO-hM5 cells, Fluo-8 calcium fluorescence, ACh EC80; hit rate 0.59% among 360,000; AID 624040; inhibition, % at 3 µM;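 active = inhibition above a per-plate cutoff, the mean of that plate's test compounds plus 3 SD, cut at about 27% in these data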;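 also: 0% = acetylcholine EC80 with DMSO and 100% = DMSO without agonist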
CHRM5 PAM: potentiates acetylcholine response at human M5 receptor; P08912; CHO-K1 hM5, Fluo-8 calcium, ACh EC20 PAM; 0% = ACh EC20, 100% = ACh EC100; activation, % at 3 µM; hit rate 0.3% among 360,000; AID 624038;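 active = activation above the run cutoff, the mean activation of all test compounds plus 3 SD, cut at about 18% in these data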
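Assay system: CHO-K1 hM5 cells / Incubation: Fluo-8 loading 80 min at 37 °C plus 30 min room temperature / Technique: Fluo-8 calcium dye fluorescence, kinetic read / Repeats: single replicate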
CHO-K1 Ca antag: counter-screen for M1 antagonists: effect in parental CHO-K1 cells | ATP-induced calcium, Fluo-8 fluorescence | hit rate 0.6% among 360,000 | inhibition, % at 3 µM;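 active = inhibition above a per-plate cutoff, the plate's mean sample inhibition plus 3 SD, cut at about 24% in these data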;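 also: 0% = DMSO plus EC80 ATP and 100% = DMSO alone without ATP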
CHRM4 agonist: CHRM4 agonism in calcium assay | P08173 | CHO-K1 hM4/Gqi5, Fluo-8 calcium fluorescence; vehicle 0%, full acetylcholine response 100% | activation, % at 3 µM | hit rate 0.14% among 360,000;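 active = activation above the run mean over all test wells plus 3 SD, cut at about 32% in these data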;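 also: peak over basal fluorescence ratio per well then scaled between controls; 0% = DMSO wells and 100% = acetylcholine at EC100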
M4 PAM: potentiates acetylcholine response at human M4 receptor | P08173 | CHO-K1 hM4/Gqi5, Fluo-8 calcium fluorescence, ACh EC20; 0% = ACh EC20, 100% = maximal ACh | activation, % at 3 µM | hit rate 0.4% among 360,000;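 active = activation above its plate's cutoff, the mean activation of sample wells plus 3 SD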; also: some results filed as inactive read as strong as hits
CHO-K1 Ca ag: nonselective activator or artifact in parental CHO-K1 cells. Fluo-8 calcium fluorescence; scaled to maximal ATP response, vehicle zero. activation, % at 3 µM. hit rate 0.48% among 360,000; in the data active = activation above about 15%;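 also: untransfected CHO-K1 host cells lacking M1 receptor as counterscreen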
* hit, by the source's call; & = joins results of further samples.

Sequence of screens – CHO-K1 Ca PAM	M5 ag	CHRM4 antagonist	CHRM5 antagonist	CHRM5 PAM	CHO-K1 Ca antag	CHRM4 agonist	M4 PAM	CHO-K1 Ca ag
> CN(C)C(=O)COC(=O)c1ccccc1Sc1ccccc1C#N
→ 4	3	1	11	-5	-11	12	-12	4.0
> COc1cccc(-c2cnc3c(NC=O)cc(-c4ccc(O)c(OC)c4)cn23)c1
→ 11	0	-2	-5	-5	-5	9	1	3.7
> COc1ccc(N=C2SC(CC(=O)Nc3cccc(Cl)c3)C(=O)N2Cc2ccco2)cc1 (centres undefined)
→ 26	0	8	0	-3	-2	4	-3	2.2
> CCOc1cc(/C=C2\CN(C)C/C(=C\c3ccc(O)c(OCC)c3)C2=O)ccc1O
→ 15	0	-8	3	-4	-5	11	-2	3.9
> CCOc1ccc(/C=C/C(O)=C2/C(=O)NC3(C)CC2c2ccccc2O3)cc1OC (centres undefined)
→ -9	0	3	23	-21	-2	12	-29	8.2
> CN(CC(=O)Nc1ccc(OC(F)(F)F)cc1)C(=O)Cc1c(Cl)cccc1Cl
→ -13	-3	8	6	0	0	0	-5	-0.2
> Cn1c(=O)c2[nH]c(-c3ccc(S(=O)(=O)O)cc3)nc2n(C)c1=O
→ 7	68*	-1	-1	-20	-10	1	-4	0.6
> Cn1c(=O)[nH]c(=O)c2c1nc(N1CCN(Cc3ccccc3)CC1)n2CCSc1ncccn1
→ 3	3	13	23	-19	4	21	-9	5.1
> O=C(O)CC(NC(=O)C12CC3CC(CC(C3)C1)C2)c1ccc(Cl)cc1 (centres undefined)
→ 9	-2	4	9	-7	23	7	-3	11
> COc1cc(C(=O)Nc2ccc(NC(=O)c3ccccc3)nc2)cc(OC)c1OC
→ 4	2	3	13	-3	-5	7	-5	2.3
> Cc1ccc(C(C(=O)NC2CCCC2)N(C(=O)CNC(=O)c2cccs2)c2cccnc2)o1 (centres undefined)
→ 12	0	-1	-1	-7	-6	3	6	0.9
> OCC[C@@H]1C[C@@H](O)[C@H](O)[C@]2(Cc3ccccc3CO2)O1
→ 8	0	-2	4	14	-15	1	8	0.5
> c1cc(-c2ccsc2)n2ccnc2c1
→ -2	-1	-5	-4	2	-7	1	2	0.5
> NS(=O)(=O)c1ccc(CCNCC(=O)N2CCC(Cc3ccccc3)CC2)cc1
→ 8	-19	1	3	8	-10	1	-6	0.1
> O=C(C1CN(C(=O)c2cc3cc(Cl)ccc3o2)c2ccccc2O1)N1CCCCC1 (centres undefined)
→ 4	-8	-7	0	1	-13	2	1	0.8
> CN(C)/C=N/c1c(C#N)cnn1-c1ccc(C(F)(F)F)cn1
→ 13	0	-4	-1	1	-19	1	2	0.4
> O=C(CCN1C(=O)/C(=C\c2cccs2)SC1=S)Nc1nccs1
→ 2	-1	10	2	0	-3	2	-3	1.3
> NS(=O)(=O)c1ccc2nc(NC(=O)c3ccc4ncsc4c3)sc2c1
→ 3	-3	0	1	2	-9	5	1	1.8
> CCOc1ccc(Nc2nc(Cc3nnc(SCC(=O)NCC4CCCO4)n3C)cs2)cc1 (centres undefined)
→ 15	-5	5	-3	-3	-15	0	-10	-0.1
> O=C(O)c1ccccc1C(=O)N1CCc2c([nH]c3ccccc23)C1C(F)(F)F (centres undefined)
→ -21	-2	10	8	-1	10	0	-1	0.1
> CCOc1ccc(N(C(C)C(=O)NCc2ccco2)S(C)(=O)=O)cc1 (centres undefined)
→ 13	3	-1	-8	-1	-4	0	-2	0.2
> Cc1ccsc1C(=O)OCC(=O)c1ccc(OC(F)F)cc1
→ -2	-7	-8	12	-4	-17	3	6	0.3
> Cc1ccc(S(=O)(=O)NC2=C(N3CCN(c4ccccc4F)CC3)C(=O)c3ccccc3C2=O)cc1
→ 12&-2	-4&-1	-7&7	10&3	-3&-7	-19&-2	1&1	5&-7	1.1&-0.1
> COc1ccc(NC(=O)CN2C(=O)NC(CC(C)C)C2=O)cc1S(=O)(=O)N1CCOCC1 (centres undefined)
→ 17	0	-16	-6	3	-12	0	16	0.9
> O=C(CSc1cc(Cl)ccc1Cl)NC1CC1
→ -19	-3	3	11	3	10	0	-6	-0.8
> Cc1ccc(-c2nc3ccccn3c2NCc2ccc3c(c2)OCO3)cc1
→ -8	-6	4	8	-42	3	10	-13	3.7
> CCC(Sc1nc2n[nH]c(C)c2c(=N)n1-c1cccc(Cl)c1C)C(=O)N(CC)CC (centres undefined)
→ 33	5	7	2	-5	-16	9	-5	3.0
> CC(C)/C=C1\CCc2c([nH]c3ccccc23)C1=O
→ 6	1	-2	-5	5	-1	0	5	-0.7
> CN1CC(=O)N2C(c3ccc(Cl)cc3)c3[nH]c4ccccc4c3C[C@H]2C1=O (some centres undefined)
→ 19	8	-2	11	-8	9	13	-7	24*
> COC(=O)c1cccc(-n2[nH]nnc2=S)c1
→ -3	-2	3	4	-5	1	1	-4	0.3
> COc1ccc(OC)c(NC(=O)CN2C(=O)C(=O)N(Cc3ccccc3)C2=O)c1
→ -3	1	7	8	-5	-4	2	-6	0.2
> Cc1ccc2c(c1)c(-c1ccccc1)nc1nncn12
→ -2	1	-3	-2	-2	14	0	-1	-0.7
> CCCCOC(=O)c1ccc(NC(=O)c2nn(C)cc2Br)cc1
→ -4	0	5	5	-4	-8	1	-4	-0.1
> CC(C)CCN1C(Nc2ccccc2)=NC[C@@H]1Cc1ccccc1
→ 26	-7	5	10	2	-6	4	4	3.7
> O=C(CSc1cccc[n+]1[O-])c1cc(Cl)ccc1Cl
→ 16	-5	4	4	-4	-22	1	0	0.8
> Cc1cc(/C=N/NC(=O)c2nn(C)cc2Cl)c(C)n1-c1cccc(Br)c1
→ -7	-6	-1	-1	-7	15	0	5	0.1
> COc1cccc(CNC(=O)c2ccc(C)c(S(=O)(=O)N3CCOCC3)c2)c1
→ -5	-2	-3	-2	-2	8	1	-1	0.7
> Cc1cc2c3c(c1)C1(C(=O)N3C(C)(C)CC2C)C(C#N)=C(N)Oc2n[nH]c(C)c21 (centres undefined)
→ -7	-2	-2	-5	6	4	1	3	-0.2
> O=C(c1ccco1)N1CCN(C(=O)C2CC(c3ccccc3F)=NO2)CC1 (centres undefined)
→ -16	-4	8	14	-3	-10	-1	2	0.8
> Cc1cc(NC(=O)c2cc3n(n2)C(C(F)(F)F)CC(c2ccco2)N3)no1 (centres undefined)
→ 11	0	15	-1	0	6	1	-7	0.3
> CC(=O)Nc1ccc(S(=O)(=O)Nc2ccc3ccccc3n2)cc1
→ -15	-3	-1	10	-3	1	1	-3	-0.1
> COCC(C)NS(=O)(=O)c1ccc(OC)cc1 (centres undefined)
→ 24	-4	-4	-10	5	-9	1	5	0.3
> COC(=O)c1[nH]c2cc(OC)ccc2c1NC(=O)c1ccc2c(c1)OCO2
→ 4	1	12	-2	-2	3	2	-7	0.4
> O=C1Cc2cc(S(=O)(=O)Nc3ccc(N4CCOCC4)cc3)ccc2N1
→ 5	2	8	1	9	-15	0	7	1.0
> CCCn1c(SCC(=O)N2CCN(S(=O)(=O)c3ccc(Cl)cc3)CC2)n[nH]c1=O
→ 14	-5	-5	0	4	-8	3	3	1.4
> COc1ccccc1CNc1nc(NCCNC(C)=O)c2sccc2n1
→ 18	-3	8	0	-1	-4	3	-4	0.7
> CCN(C(=O)CSc1nncn1-c1ccccc1)c1c(N)n(Cc2ccccc2)c(=O)[nH]c1=O
→ 25	0	-4	-2	6	-9	0	4	1.3
> CN1CCN(NC(=O)/C=C/c2cccc(Cl)c2)CC1
→ -14	2	0	0	-1	-1	1	1	0.8
> CCCCC1C(=O)NN(c2ccccc2)C1=O (centres undefined)
→ 9	5	-1	-1	8	-12	1	12	0.2
> COc1cc(OC)cc(-c2n[nH]c(=S)n2-c2ccc3c(c2)OCCO3)c1
→ -12	-4	-1	-6	3	19	1	-2	-0.4
> Cc1nc2nc(-c3ccccc3)[nH]n2c(=O)c1Cc1ccccc1
→ 16	0	-7	-3	2	-1	1	-1	4.8
> CCC(O)CC(C(=O)NNc1ccccc1)C(=O)NNc1ccccc1 (centres undefined)
→ 2	0	1	-2	1	-8	6	2	0.8
> FC(F)Oc1ccc(-n2cc(-c3ccc(Cl)cc3)[n+]3c2CCCCC3)cc1
→ -18	-13	-5	10	-6	13	13	-23	2.8
> COc1ccc(CCN(C)C(=O)c2c(C)nn(-c3ccccc3)c2C)cc1OC
→ 9	-3	-7	1	0	-15	1	5	0.3
> O=C(Nc1ccc(S(=O)(=O)Nc2nccs2)cc1)c1ccncc1
→ 14	-1	-13	-8	8	-20	1	12	0.7
> Nc1[nH]c(C(=O)c2ccccc2)c(-c2ccccc2Br)c1C(=O)NCc1ccc(-c2ccccc2)cc1
→ -4	2	19	8	-10	10	4	-5	0.4
> NNC(=O)c1n[nH]c2c1CC(C1CCCCC1)CC2 (centres undefined)
→ 6	-4	2	3	6	4	0	13	-0.2
> CC(C)(C)C(=O)Nc1sc2c(c1C#N)CCCCC2
→ -4	-2	-13	-2	2	-11	1	-3	0.0
> O=C(N/N=C/c1ccc(Cl)cc1Cl)c1ccc2nc[nH]c2c1
→ -25	-2	7	21	-10	11	17	-9	4.2
> CCOC(=O)c1ccccc1NC(=O)C(C)Oc1ccccc1 (centres undefined)
→ 17	-6	-1	-8	4	-6	-2	3	-0.1

Look-ups from the results shown.
M5 ag, COCC(C)NS(=O)(=O)c1ccc(OC)cc1 (centres undefined) is entered as -4
CHO-K1 Ca ag, CCOc1ccc(Nc2nc(Cc3nnc(SCC(=O)NCC4CCCO4)n3C)cs2)cc1 (centres undefined) is entered as -0.1

Later entries.
Sequence of screens – CHO-K1 Ca PAM	M5 ag	CHRM4 antagonist	CHRM5 antagonist	CHRM5 PAM	CHO-K1 Ca antag	CHRM4 agonist	M4 PAM	CHO-K1 Ca ag
> Cc1cccc(OCCCC(=O)Nc2ccc(N(C)C)cc2)c1
→ 17	0	-10	-3	-6	-6	3	-5	3.4
> O=C(CCNc1n[nH]c(=O)[nH]c1=O)N/N=C/c1ccc(C(F)(F)F)cc1
→ 4	0	4	0	5	-3	2	5	-0.3
> ON/C=N/C(=S)Nc1ncc(C(F)(F)F)cc1Cl
→ 5	-3	4	3	-9	0	0	-8	0.0
> CN(c1ccccc1)S(=O)(=O)c1ccc(NC(=O)CC(=O)c2ccccc2)cc1
→ 7	5	-2	0	5	-12	7	2	2.9
> C#CCOCCOCCOCCNc1nc(N2CCN(C(=O)CCCCCCCCCCNC(=O)Cn3cc(CCCCCN)nn3)CC2)nc(N2CCN(C(=O)CCCCCCCCCCNC(=O)[C@@H](CCC(=O)O)n3cc(CCCCCN)nn3)CC2)n1
→ 10	-1	4	16	-20	-8	16	-18	3.8
> Cc1ccc(C)c(NC(=O)C2CCN(C(=O)c3cccs3)CC2)c1
→ -3	0	3	10	-2	-9	1	-1	0.4
> CC(C)NC(=O)c1ccccc1NS(=O)(=O)c1ccc(Br)s1
→ 10	2	1	10	-11	1	9	-1	7.5
> Cc1ccc(NC(=O)COC(=O)c2ccc(-n3nc(C)cc3C)cc2)c(F)c1
→ -12	-2	11	8	3	1	3	-2	2.2
> Cc1ccc(C)c(OCCC(=O)OCC(=O)NC2CC2)c1
→ 9	-1	2	7	-2	-13	1	-4	1.3
> CCS(=O)(=O)NCC(c1cccnc1)N1CCN(c2ccc(F)cc2)CC1 (centres undefined)
→ -6	-2	-7	3	-5	-6	0	10	-0.3
> CC(C)N(Cc1ccccc1)C(=S)Nc1ccc(F)cc1
→ 29	-3	-1	-4	5	-17	2	1	2.5
